# SMN2 splice up: enhancers of SMN2 splice variant expression | HEK293 SMN2-luciferase splicing reporter, luminescence, 30-36 h | Potency, µM (highest dose often 46.1 µM), for the others: at the highest dose activity change, positive = activation, hits mostly activators | 210,000 compounds, 2.8% hits; also: % of control where 0% means no effect; nearly all actives have a fitted effect of over 55% in size
#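 qHTS luciferase splicing reporter: luminescence rises when SMN2 exon 7 is included in transfected HEK293 cells. Compound exposure lasted 30-36 h at 37C, with 4.5 mM final sodium butyrate as control, followed by a ONE-Glo read.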
# L3MBTL1 inh: inhibitors of human L3MBTL1; Q9Y468; AlphaScreen L3MBTL1–H3K9me1 peptide binding; Potency, µM (doses to about 57.1 µM), for the others: top-dose activity, negative = inhibition, usual class: inhibitors; 230,000 compounds, 0.66% hits; also: % is scaled to controls: 0 for no effect and ±100 for the full control effect; nearly all actives have a fitted effect of over 60% in size
#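 AlphaScreen assay: L3MBTL1 (50 nM final) was preincubated 30 min at room temperature with biotinylated H3(1-15)K9me1 peptide (75 nM final), then 30 min with library compounds; streptavidin donor and nickel chelate acceptor beads (10 ug/mL final) added, 30 min dark.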
# KDM4E inh: inhibitors of human JMJD2E histone demethylase; B2RXH2; JMJD2E catalytic domain, FDH-coupled NADH fluorescence (FDH is formaldehyde dehydrogenase); Potency, µM (series often up to 57.1 µM), without a hit: top-dose activity change, negative = inhibition, actives largely listed as inhibitors; 230,000 compounds, 1.6% hits; AID 2147; active = well fitted inhibition curve with a large enough effect, not every such curve was filed as active; inconclusive = small, poorly fitted or top-dose-only effect, or another doubt; inactive = no such curve, though single readings can be large or run the other way;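 also: 0% = wells with enzyme and -100% = buffer wells without enzyme; nearly all actives have a fitted effect of over 50% in size; many of its hits are not listed in these tables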
# Tau fibril ThT: inhibitors of human tau fibril formation, thioflavin T binding. recombinant tau K18 P301L (four-repeat tau fragment), heparin-induced fibrillization, ThT fluorescence. Potency, µM (series often up to 57.4 µM), for the others: at the highest dose activity, negative = inhibition, hits mostly inhibitors. 270,000 compounds, 2.1% hits. AID 1460; also: % is scaled to controls: 0 for no effect and ±100 for the full control effect; nearly all actives have a fitted effect of over 55% in size
#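 In this qHTS, human K18 P301L tau is incubated with compound and heparin for 6 hr at 37 C, and Thioflavin T fluorescence then reports fibril load.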
# KinaseGlo FLuc: Kinase-Glo luciferase inhibition (counter-screen); Q27757; Kinase-Glo luciferase, ATP luminescence, 8 min; Potency, µM (series often up to 38.3 µM), for the others: at the highest dose activity change, negative = inhibition, usual class: inhibitors; 200,000 compounds, 0.28% hits; also: % is scaled to controls: 0 for no effect and ±100 for the full control effect; nearly all actives have a fitted effect of over 60% in size
#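 Kinase-Glo luciferase light output from ATP and luciferin was measured with 10 uM ATP, within the enzyme's linear range. Buffer: 50 mM imidazole pH 7.2, 50 mM KCl, 7 mM MgCl2, 0.01% Tween 20, 0.05% BSA; luminescence read after 8 min at ambient temperature.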
# RECQ1 helicase: inhibitors of human RECQ1 DNA helicase | Potency, µM (highest dose often 57.3 µM), without a hit: at the highest dose activity, negative = inhibition, most hits filed as inhibitors | P46063 | RECQ1 DNA unwinding, red fluorescence kinetic read | 240,000 compounds, 0.54% hits | AID 2549;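 also: plate controls were vehicle for no effect and no enzyme for full effect; nearly all actives have a fitted effect of over 30% in size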
# Target sequence (P46063 whole entry, looked up): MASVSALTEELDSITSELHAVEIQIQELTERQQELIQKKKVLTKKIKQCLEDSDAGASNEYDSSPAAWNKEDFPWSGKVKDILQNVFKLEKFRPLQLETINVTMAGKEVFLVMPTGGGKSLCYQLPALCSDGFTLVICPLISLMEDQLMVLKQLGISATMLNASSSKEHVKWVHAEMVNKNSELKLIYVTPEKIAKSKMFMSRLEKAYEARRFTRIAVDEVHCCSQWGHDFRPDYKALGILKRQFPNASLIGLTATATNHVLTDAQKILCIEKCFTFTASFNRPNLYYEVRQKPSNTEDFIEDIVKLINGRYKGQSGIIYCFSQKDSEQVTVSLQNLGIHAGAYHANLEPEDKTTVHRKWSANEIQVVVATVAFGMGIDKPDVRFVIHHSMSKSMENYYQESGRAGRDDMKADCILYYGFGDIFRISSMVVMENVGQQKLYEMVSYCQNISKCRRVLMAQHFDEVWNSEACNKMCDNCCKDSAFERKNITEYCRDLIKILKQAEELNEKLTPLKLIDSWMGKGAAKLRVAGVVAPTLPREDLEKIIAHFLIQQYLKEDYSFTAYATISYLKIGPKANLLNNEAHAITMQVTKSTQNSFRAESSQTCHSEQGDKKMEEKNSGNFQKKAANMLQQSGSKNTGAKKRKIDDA
#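 RECQ1T1 50 nM; forked duplex (20 bp + 30-nt ss tails) 200 nM, ATP 2 mM final; pH 8.0, 2 mM MgCl2, 2.5 ug/ml poly(dI-dC); 15 min compound preincubation; discontinuous kinetic read over 2 h at RT.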
# Lamin A splicing: LMNA splicing modulation | HeLa LMNA splicing GFP/RFP minigene ratio, 48 h | Potency, µM (series often up to 46.1 µM), for the others: at the top dose ratio change, negative = inhibition, most hits filed as inhibitors | 200,000 compounds, 0.01% hits | AID 1487; active = well fitted inhibition curve with a large enough effect in the signal ratio, with a control signal flat, not every such curve was filed as active; inconclusive = small, poorly fitted or top-dose-only effect, or effect the other way, or a change in a side signal; the % refers to the signal ratio; also: % is scaled to controls: 0 for no effect and ±100 for the full control effect
#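 S3 HeLa cells stably expressing lamin A-EGFP splicing minigene plus DsRed2, 600 cells/well, 48 h compound exposure at 37C. Laser-scanning cytometry; analysed as GFP (500-530 nm)/RFP (575-640 nm) total intensity ratio; 0.5% DMSO vehicle.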
# ALDH1A1 inh: blocks purified human ALDH1A1 activity; P00352; AID 1030; Purified ALDH1A1, NADH fluorescence, propionaldehyde substrate; Potency, µM (series often up to 75.3 µM), inactives show at the top dose activity, negative = inhibition, actives largely listed as inhibitors; 220,000 compounds, 7.3% hits; active = well fitted inhibition curve with a large enough effect, not every such curve was filed as active; inconclusive = small, poorly fitted or top-dose-only effect, or another doubt; inactive = no such curve, though single readings can be large or run the other way;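 also: plate controls were no enzyme wells and a reference inhibitor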
# Target sequence (P00352 whole entry, looked up): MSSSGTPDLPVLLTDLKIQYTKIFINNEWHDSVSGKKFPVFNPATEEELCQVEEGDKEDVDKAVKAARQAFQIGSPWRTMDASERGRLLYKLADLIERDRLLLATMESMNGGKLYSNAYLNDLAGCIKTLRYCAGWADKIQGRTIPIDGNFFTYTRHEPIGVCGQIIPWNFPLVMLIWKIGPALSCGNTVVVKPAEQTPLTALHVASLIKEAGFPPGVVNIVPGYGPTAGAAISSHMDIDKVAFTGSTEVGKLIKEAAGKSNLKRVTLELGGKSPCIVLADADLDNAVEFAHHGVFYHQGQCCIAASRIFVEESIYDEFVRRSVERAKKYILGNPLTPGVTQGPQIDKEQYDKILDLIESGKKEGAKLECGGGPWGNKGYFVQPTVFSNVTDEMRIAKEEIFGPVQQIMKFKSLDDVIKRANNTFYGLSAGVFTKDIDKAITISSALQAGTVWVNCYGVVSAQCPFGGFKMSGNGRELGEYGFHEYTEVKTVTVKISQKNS
# An asterisk follows results filed as active; i = inactive; ? = inconclusive; . = no result given; [ ] = another dose, or the depositor's remark. Unless noted, calls follow the shape of the dose curve; as a rule, active = well fitted curve in the direction sought with a large enough effect; inconclusive = small, poorly fitted or top-dose-only effect, or another doubt; inactive = no such curve, though single readings can be large; an effect the other way counts as inactive or inconclusive. Potency is read from the fitted curve at half-maximal effect. The list is partial; rates above refer to the full screens.
[1] CCCc1c(C(=O)Nc2ccc(N3CCOCC3)cc2)cnn1-c1ccccc1
[2] CCC(CC)C(=O)Nc1cccc(C(=O)Nc2ccc(OC)cc2[N+](=O)[O-])c1
[3] Cc1ccc(Sc2ncnc3onc(C)c23)c(C)c1
[4] Cc1ccsc1C(=O)OCC(=O)c1cc(C)n(CC2CCCO2)c1C (stereo unspecified)
[5] COc1cc(CNn2nnnc2N)cc(Br)c1OCc1c(Cl)cccc1Cl
[6] CC1=C(C(N)=O)C(c2ccc(Cl)cc2Cl)n2ncnc2N1 (stereo unspecified)
[7] Cc1cc(C)n(-c2ncc3c(n2)N(C)CCOC3=O)n1
[8] CCn1c(SCC(=O)Nc2cc(C)on2)nnc1-c1ccc(OC)cc1
assay / compound,1,2,3,4,5,6,7,8
SMN2 splice up,.,-10.0%,-5.2%,-100.3%[inhibitor],-33.5%[inhibitor],0.2%,.,.
L3MBTL1 inh,-8.4%,3.5%,5.8%[11.4 µM],-2.7%,.,-2.1%,11.7%,-7.8%
KDM4E inh,-13.5%,15.5%,-1.4%,-1.0%,0.2%,1.0%,?,-11.5%
Tau fibril ThT,?,-4.7%,-7.9%,-18.6%,-10.5%,2.5%,-2.0%,-5.8%
KinaseGlo FLuc,.,3.8%,0.3%,12.6µM*,14.5%,0.5%,.,-1.8%
RECQ1 helicase,i,-4.4%,-6.2%,-19.8%,-7.3%,-10.3%,-4.9%,-4.2%
Lamin A splicing,.,10.3%,?,-1.7%,?,7.4%,.,?
ALDH1A1 inh,3.16µM*,0.6%,-2.5%,?,1.7%,7.4%,.,-2.0%

# 4 compounds picked at random from the list so far:
[3] Cc1ccc(Sc2ncnc3onc(C)c23)c(C)c1
[5] COc1cc(CNn2nnnc2N)cc(Br)c1OCc1c(Cl)cccc1Cl
[6] CC1=C(C(N)=O)C(c2ccc(Cl)cc2Cl)n2ncnc2N1 (stereo unspecified)
[2] CCC(CC)C(=O)Nc1cccc(C(=O)Nc2ccc(OC)cc2[N+](=O)[O-])c1
assay / compound,3,5,6,2
SMN2 splice up,-5.2%,-33.5%[inhibitor],0.2%,-10.0%
L3MBTL1 inh,5.8%[11.4 µM],.,-2.1%,3.5%
KDM4E inh,-1.4%,0.2%,1.0%,15.5%
Tau fibril ThT,-7.9%,-10.5%,2.5%,-4.7%
KinaseGlo FLuc,0.3%,14.5%,0.5%,3.8%
RECQ1 helicase,-6.2%,-7.3%,-10.3%,-4.4%
Lamin A splicing,?,?,7.4%,10.3%
ALDH1A1 inh,-2.5%,1.7%,7.4%,0.6%

# Next section
[9] Cc1nnc(C)c2c(C)n(N)c(C)c12
[10] Cc1csc(NC(=O)C(NC(=O)c2ccccc2F)C(C)C)n1 (stereo unspecified)
[11] CNC(=S)/N=C(/Nc1ccccc1)c1ccccc1
[12] Cc1nc2c(C(=O)N3CCCC3)cnn2c(C)c1Cc1c(F)cccc1Cl
[13] CCNC(=O)n1nccc1C(C)Oc1cccc(C(F)(F)F)c1 (stereo unspecified)
[14] CCCN(CCC)C(=S)NC(=O)c1ccc(-c2ccccc2)cc1
[15] O=C(OCc1cc2ccccc2[nH]c1=O)c1cccnc1
[16] CCOC(=O)/C=c1\s/c(=C\c2sccc2C)c(=O)n1CC(=O)NCc1ccc(C)cc1
assay / compound,9,10,11,12,13,14,15,16
SMN2 splice up,.,5.3%,-17.2%,-2.2%,-1.3%,-53.1%[inhibitor],-10.4%,-22.4%
L3MBTL1 inh,1.5%,7.6%,-6.2%,.,13.5%,?,4.3%,0.5%
KDM4E inh,?,1.0%,7.3%,?,10.8%,-2.5%,-10.1%,4.3%
Tau fibril ThT,-18.0%,5.1%,-2.5%,-1.8%,-2.3%,-9.6%,-2.1%,17.4%
KinaseGlo FLuc,.,3.1%,6.0%,1.2%,-0.8%,0.9%,-0.4%,0.8%
RECQ1 helicase,12.1%,-16.8%,0.0%,-2.4%,-5.1%,i,-5.1%,i
Lamin A splicing,.,.,6.8%[46 µM],5.7%,3.1%,?,1.4%,?
ALDH1A1 inh,.,4.3%,-15.1%,?,-0.3%,?,1.3%,2.8%

[17] CN(Cc1ccc2nsnc2c1)Cc1nc(Cc2cccc(F)c2)no1
[18] COC(=O)c1sc2cc([N+](=O)[O-])cc(SCC(C)C)c2c1N
[19] O=C(Nc1ccc(O)cc1)C1CCCN1S(=O)(=O)c1ccc(F)cc1 (stereo unspecified)
[20] O=C(NCc1n[nH]c(=S)n1-c1ccc(Br)cc1)c1cccs1
[21] Oc1cccc(/C=N/NC(=S)NCCN2CCOCC2)c1O
[22] O=CN1CCN(S(=O)(=O)c2ccc(Cl)c(C(=O)O)c2)CC1
[23] Cc1ccc(F)cc1NCC(=O)Nc1ccc(Br)cc1
[24] CC12CCC(C(=O)N(CSC(=S)N/N=C\c3ccccc3O)C1=O)C2(C)C (stereo unspecified)
assay / compound,17,18,19,20,21,22,23,24
SMN2 splice up,.,-9.9%,-1.5%,-49.4%[inhibitor],?,14.6%,.,-40.0%[inhibitor]
L3MBTL1 inh,35.2%[activator],-23.5%,3.6%,.,10µM*,32.0%[activator],6.8%,5.62µM*
KDM4E inh,-1.5%,11.9%,9.0%,-7.4%,25.1µM*,-1.2%,9.4%,2.4%
Tau fibril ThT,0.0%,?,-8.9%,-7.5%,-20.5%,6.0%,-14.2%,10.5%
KinaseGlo FLuc,1.7%,0.8%,0.6%,11.5%,-0.7%,-3.1%,.,-2.3%
RECQ1 helicase,-8.8%,0.8%,-14.7%,-4.4%,12.6µM*,4.7%,-12.3%,5.2%
Lamin A splicing,.,-4.9%,-24.7%,.,?,8.1%[46 µM],-10.6%,-19.0%
ALDH1A1 inh,-4.5%,-15.7%,-7.4%,-12.0%,10.0%,-6.3%,?,-6.4%

[25] Cc1nc(C(C)NC(=O)CCc2nnc(CCCc3ccccc3)o2)c(C)s1 (stereo unspecified)
[26] Cc1ccc(C)c(NC(=O)C2C3CCCC2C3c2ccccc2)c1 (stereo unspecified)
[27] Cc1occc1-c1nnc(SCC(=O)NCC2CCCO2)n1C (stereo unspecified)
[28] CC(=O)N1CCN(c2nc(-c3cccs3)nc3ccccc23)CC1
[29] Cc1cccc(NCc2ccccc2O)n1
[30] Cc1nccn1CCc1n[nH]c(=S)n1Cc1ccccc1
[31] Cc1cccc(NC(=O)NNC(=O)c2ccc(C)c([N+](=O)[O-])c2)c1
[32] O=[N+]([O-])c1nn(-c2ccc3c(c2)OCCO3)n(O)c1=NC1CCCCCC1
assay / compound,25,26,27,28,29,30,31,32
SMN2 splice up,15.8µM*,-8.4%,19.8%,11.9%,-10.3%,1.8%,.,-4.8%
L3MBTL1 inh,-1.0%,-8.5%,6.7%,.,-3.5%,-4.0%,1.3%,.
KDM4E inh,6.8%,6.7%,-2.2%,-3.7%,-5.5%,-0.8%,-20.9%,-8.7%
Tau fibril ThT,-7.2%,-6.1%,-6.9%,-7.5%,12.2%,-12.9%,-14.6%,?
KinaseGlo FLuc,-3.6%,0.4%,-0.3%,0.1%,0.3%,3.2%,-4.2%,-2.2%
RECQ1 helicase,i,-6.3%,-6.0%,i,i,-0.4%,-3.5%,-11.4%
Lamin A splicing,6.1%[46 µM],-3.1%[0.0737 µM],-2.4%,0.7%[46 µM],19.2%,7.6%,3.9%[46 µM],?
ALDH1A1 inh,-4.3%,-6.5%,-0.7%,3.8%,2.6%,?,4.7%,14.1µM*

[33] O=C(Nc1ccc(F)cc1F)Nc1ccc(F)cc1F
[34] CC(NC(=O)/C=C/c1ccc(Br)cc1)c1ccc(Cl)cc1 (stereo unspecified)
[35] C=CCc1cccc2cc(C(=O)N3CCN(c4ccccn4)CC3)c(=O)oc12
[36] O=C(N/N=C/c1ccco1)c1csc2c1CCCC2
[37] NC(=O)c1ccc(NC(=O)CCc2nc3ccccc3s2)cc1
[38] CCN(CC)CCNC(=O)C(C(=O)c1ccccc1)n1ccccc1=O (stereo unspecified)
[39] Cc1nc(N)c(C#N)c(-c2ccccc2Cl)c1C
[40] N#C/C(C(=O)NCc1ccco1)=C1/SC(Cc2ccc(F)cc2)C(=O)N1c1ccccc1 (stereo unspecified)
assay / compound,33,34,35,36,37,38,39,40
SMN2 splice up,-17.7%,-24.5%,.,.,6.1%,2.9%,-2.3%,-19.8%
L3MBTL1 inh,11.0%,0.7%,.,-17.9%,-10.5%,6.9%,.,-11.4%
KDM4E inh,3.4%,7.8%,1.1%,?,-4.7%,-1.1%,?,-8.9%
Tau fibril ThT,-0.9%,-13.3%,?,-5.7%,?,8.7%,-8.7%,-21.9%
KinaseGlo FLuc,2.1%,0.3%,.,.,-3.3%,-0.4%,2.6%,0.8%
RECQ1 helicase,i,-8.1%,-1.8%,-0.6%,-8.5%,1.8%,-9.8%,-1.7%
Lamin A splicing,-1.4%[46 µM],-4.6%,.,.,-10.9%[46 µM],11.1%,26.3%,-2.6%
ALDH1A1 inh,2.2%,4.9%,?,.,-6.9%,8.6%,?,?

[41] Cc1ccc2c(c1)nnn2C1CCN(CC(=O)N2CCN(c3ccc(F)cc3)CC2)CC1
[42] O=C(C1CCN(Cc2ccc(F)cc2)CC1)N1CCN(C/C=C/c2ccccc2)CC1
[43] CN1C(=O)N(c2cccc3ccccc23)C(n2cncn2)C1(C)C (stereo unspecified)
[44] COc1ccc2cc(C(=O)C3CCCN(C(=O)c4csnn4)C3)ccc2c1 (stereo unspecified)
[45] CC(C)c1ccc(N2CCN(C(=O)c3ccccc3NC(=O)/C=C\C(=O)O)CC2)cc1
assay / compound,41,42,43,44,45
SMN2 splice up,-12.8%,.,-8.3%,.,-32.2%[inhibitor]
L3MBTL1 inh,.,.,-1.0%,-6.2%,.
KDM4E inh,3.0%,?,-3.3%,?,?
Tau fibril ThT,?,-10.3%,3.4%,-9.1%,-25.5%
KinaseGlo FLuc,-2.4%,.,-1.7%,.,4.9%
RECQ1 helicase,-0.6%,1.8%,-14.4%,-4.2%,-8.0%
Lamin A splicing,-15.8%,.,-0.8%,.,-13.6%
ALDH1A1 inh,3.4%,-11.1%,-0.5%,?,-84.0%

# Source: PubChem
